Screening data: PubChem, The Scripps Research Institute Molecular Screening Center
GSTO1 counter = GSTO1 inhibition, counter-screen for RBBP9 inhibitors | recombinant GSTO1, activity-based probe fluorescence polarization | 300,000 compounds, 1.1% hits | P78417 | inhibition, % at 5.96 µM;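 active = inhibition above the campaign mean inhibition plus 3 SD, cut at about 35% in these data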;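 note: 0% = GSTO1-1 with DMSO and 100% = wells lacking GSTO1-1 enzyme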
PAFAH1B2 FP inh = blocks human PAF acetylhydrolase 1b catalytic subunit 2 | P68402 | AID 492953 | recombinant PAFAH1B2, FP-rhodamine activity probe, fluorescence polarization | inhibition, % at 3.39 µM | 340,000 compounds, 1.2% hits;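 active = inhibition above the mean of all tested compounds plus 3 SD, cut at about 24% in these data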;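 note: 0% = enzyme with DMSO and 100% = wells lacking PAFAH1B2; many of its hits are not listed in these tables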
LYPLA1 inh = LYPLA1 (human) inhibition in PME1 counter-screen; 320,000 compounds, 0.16% hits; recombinant LYPLA1, FP-Rh probe fluorescence polarization; AID 2174; inhibition, % at 5.9 µM;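 active = inhibition above the mean of all tested compounds plus 3 SD, set per campaign, cut at about 14% in these data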;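 note: inhibitors block serine hydrolase probe labeling of LYPLA1 so polarization falls; 0% = enzyme with DMSO and 100% = wells lacking LYPLA1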
PME-1 primary = PME-1 (human) inhibition; recombinant PME-1, FP-Rh probe fluorescence polarization; inhibition, % at 5.9 µM; Q9Y570; AID 2130; 320,000 compounds, 0.53% hits;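 active = inhibition above the campaign mean of all compounds plus 3 SD, cut at about 26% in these data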;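 note: competitive labeling of PME-1 active site by serine hydrolase directed probe; 0% = PME-1 with DMSO and 100% = wells lacking PME-1 enzyme; inhibitors block probe labeling so polarization falls and inhibition rises; many of its hits are not listed in these tables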
Target sequence (Q9Y570 whole entry, looked up): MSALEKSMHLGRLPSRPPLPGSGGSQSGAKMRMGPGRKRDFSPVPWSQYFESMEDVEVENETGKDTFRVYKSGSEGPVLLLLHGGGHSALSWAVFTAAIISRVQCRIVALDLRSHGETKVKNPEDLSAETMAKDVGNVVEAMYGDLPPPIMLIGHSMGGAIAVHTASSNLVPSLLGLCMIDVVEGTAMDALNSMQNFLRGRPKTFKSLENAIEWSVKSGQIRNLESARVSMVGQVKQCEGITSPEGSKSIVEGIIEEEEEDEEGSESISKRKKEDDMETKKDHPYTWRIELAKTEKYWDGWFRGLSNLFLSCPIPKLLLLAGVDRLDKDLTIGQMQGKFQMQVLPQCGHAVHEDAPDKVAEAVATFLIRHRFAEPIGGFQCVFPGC
PAD4 FP inh = PAD4 (human) enzyme inhibition | inhibition, % at 6.36 µM | recombinant PAD4, RCA probe fluorescence polarization | 330,000 compounds, 0.41% hits | Q9UM07;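 active = percent inhibition above a cutoff equal to the mean of all tested compounds plus 3 SD, cut at about 15% in these data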;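 note: 0% = PAD4 with RCA probe and DMSO and 100% = probe without PAD4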
LYPLA2 inh = counter-screen for PME1 inhibitors: inhibitors of human LYPLA2. O95372. recombinant LYPLA2, FP-Rh probe fluorescence polarization. inhibition, % at 5.9 µM. 320,000 compounds, 0.38% hits. AID 2177;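 active = inhibition above the screen-wide mean plus 3 SD, limit set per campaign, cut at about 26% in these data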;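 note: 0% = LYPLA2 with DMSO and 100% = wells lacking LYPLA2 enzyme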
Target sequence (O95372 whole entry, looked up): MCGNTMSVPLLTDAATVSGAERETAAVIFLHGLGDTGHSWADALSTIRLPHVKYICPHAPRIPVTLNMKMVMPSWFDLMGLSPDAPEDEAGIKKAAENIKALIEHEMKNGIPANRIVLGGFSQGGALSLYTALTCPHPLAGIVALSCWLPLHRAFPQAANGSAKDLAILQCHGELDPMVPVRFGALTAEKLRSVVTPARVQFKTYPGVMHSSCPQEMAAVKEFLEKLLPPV
PAFAH1B3 FP inh = inhibitors of human PAFAH1B3 | inhibition, % at 3.39 µM | 340,000 compounds, 0.28% hits | recombinant PAFAH1B3, FP-rhodamine probe, fluorescence polarization;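 active = inhibition above the screen-wide average of all tested compounds plus 3 SD, cut at about 25% in these data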;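 note: 0% = enzyme with DMSO only and 100% = wells lacking PAFAH1B3 protein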
pPAFAH inh = inhibitors of human plasma PAF acetylhydrolase (pPAFAH); 330,000 compounds, 1.5% hits; AID 463082; recombinant pPAFAH, FP-rhodamine probe fluorescence polarization; inhibition, % at 3.39 µM; Q13093;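 active = inhibition above the mean inhibition across the screen plus 3 SD, cut at about 25% in these data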;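 note: inhibitors block binding of the rhodamine activity-based probe so polarization drops; 0% = enzyme with DMSO and 100% = wells lacking pPAFAH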
Target sequence (Q13093 whole entry, looked up): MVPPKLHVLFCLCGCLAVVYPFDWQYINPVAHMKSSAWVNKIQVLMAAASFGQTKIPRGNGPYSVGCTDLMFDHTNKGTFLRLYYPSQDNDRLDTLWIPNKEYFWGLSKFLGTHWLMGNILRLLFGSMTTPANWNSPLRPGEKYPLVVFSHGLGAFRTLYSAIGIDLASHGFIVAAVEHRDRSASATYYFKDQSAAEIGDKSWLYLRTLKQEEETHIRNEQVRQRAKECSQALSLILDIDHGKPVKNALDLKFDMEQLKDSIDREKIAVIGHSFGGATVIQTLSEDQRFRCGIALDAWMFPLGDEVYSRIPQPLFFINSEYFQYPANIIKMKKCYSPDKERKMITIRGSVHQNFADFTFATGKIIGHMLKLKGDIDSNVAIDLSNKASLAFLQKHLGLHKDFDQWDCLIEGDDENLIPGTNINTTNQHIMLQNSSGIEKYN
PREPL inhibitor = inhibitors of human prolyl oligopeptidase-like enzyme PREPL | inhibition, % at 5.96 µM | recombinant PREPL, fluorescence polarization activity-based probe | Q4J6C6 | AID 2751 | 320,000 compounds, 0.68% hits; in the data active = inhibition above about 43%;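 note: 0% = enzyme with DMSO and 100% = wells lacking enzyme; many of its hits are not listed in these tables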
* marks the source's active call; other numbers are inactive results; / = not tested or not shown. Some of the compounds tested; the hit share may differ from the screen's.

(1) COc1ccc(S(=O)(=O)N2CCCC2C(=O)Nn2cnnc2)cc1 (stereo unspecified)
(2) CCOC(=O)c1c(C)nc2c(c1-c1cc(OC)c(OC)c(OC)c1)C(=O)c1ccccc1-2
(3) Cc1sc2ncn(CC(=O)N3CCN(c4ccccn4)CC3)c(=O)c2c1S(=O)(=O)N1CCCCC1
(4) CCn1c(C(=O)N2CCC(Cc3ccccc3)CC2)cc2sccc21
(5) O=C(CCc1nc(-c2ccccc2)no1)NCc1ccco1
(6) CN1C(=O)/C(=C/c2ccc(OCc3ccccc3F)cc2)N(C)C1=S
Screen / compound no.	1	2	3	4	5	6
GSTO1 counter	14	0	10	6	0	4
PAFAH1B2 FP inh	5	5	3	8	-2	3
LYPLA1 inh	0	2	-2	-3	-2	-2
PME-1 primary	1	5	6	1	-6	1
PAD4 FP inh	3	0	1	-1	-3	1
LYPLA2 inh	-2	8	-4	0	-4	0
PAFAH1B3 FP inh	8	0	1	6	4	-1
pPAFAH inh	3	7	1	9	11	1
PREPL inhibitor	6	5	12	32	-11	7

(7) CN(c1cccc(NC(=O)c2ccc(C(C)(C)C)cc2)c1)S(C)(=O)=O
(8) COc1ccc2[nH]c3c(c2c1)CCN1C(=O)C(CC(=O)NCCc2ccccn2)C[C@H](C(=O)N(C(C)C)C(C)C)[C@@]31C (stereo partly specified)
(9) O=C(CC(n1cncn1)C(Cl)(Cl)Cl)c1ccc([N+](=O)[O-])cc1 (stereo unspecified)
(10) Cc1cccc(N(CC(=O)NC2CCCC2)C(=O)CCC(=O)Nc2nc(C)cs2)c1
(11) CCc1ccc(/C=C(\C)C(=O)c2c(C)cc(C)[nH]c2=O)cc1
(12) CCc1nc2ccccc2c(C(=O)OC2CCCCC2=O)c1C (stereo unspecified)
Screen / compound no.	7	8	9	10	11	12
GSTO1 counter	7	/	-2	5	2	-3
PAFAH1B2 FP inh	6	2	9	6	3	3
LYPLA1 inh	0	/	1	-3	0	0
PME-1 primary	2	/	-4	3	5	6
PAD4 FP inh	-3	-2	-2	2	-3	-5
LYPLA2 inh	-1	/	1	2	3	-2
PAFAH1B3 FP inh	4	9	9	3	1	5
pPAFAH inh	6	4	6	6	5	2
PREPL inhibitor	9	/	1	0	3	3

(13) CCOc1ccc(NCc2cccn2-c2nnc(N3CCC(C(=O)NCCCN4CC(C)CC(C)C4)CC3)s2)cc1 (stereo unspecified)
(14) CCOC(=O)c1ccc(N=Cc2c(O)c3ccccc3oc2=O)cc1
(15) CC(=O)Nc1ccc2c(c1)CCC2=O
(16) COc1ccccc1CNC(=O)[C@H](NC(=O)C1CCN(C(=O)[C@@H](N)CCSC)CC1)C(C)C
(17) N#Cc1c(-c2ccco2)cc(-c2ccc(F)cc2)nc1N
(18) CCOc1ccc(Oc2c(/C=N/NC(=O)C3CC3)c(C)nn2-c2ccccc2)cc1
Screen / compound no.	13	14	15	16	17	18
GSTO1 counter	5	-2	-2	-5	-12	-2
PAFAH1B2 FP inh	-2	6	1	3	4	2
LYPLA1 inh	1	-2	2	0	-9	0
PME-1 primary	-1	1	-6	0	-7	-5
PAD4 FP inh	-5	0	-1	4	-12	-4
LYPLA2 inh	-2	-5	-6	3	-9	1
PAFAH1B3 FP inh	12	0	3	3	9	-2
pPAFAH inh	5	2	-5	4	13	4
PREPL inhibitor	31	0	-15	-2	-50	6

(19) Cc1ccc(C(=O)NCCc2nnc(SCC(=O)Nc3nc(-c4ccccc4)cs3)n2C)cc1
(20) O=S(=O)(NCc1ccc(Cl)cc1)c1cnc[nH]1
(21) NC(=O)C1CCN(C(=O)Cc2ccsc2)CC1
(22) N#Cc1cc2c(nc1SCC(=O)N1CCCCC1)CCCCC2
(23) CCOC(=O)N1CCN(c2nc3ccccc3nc2C(C#N)C(=O)NCCc2ccccc2)CC1 (stereo unspecified)
(24) COc1ccc(NC(=O)CCNC(=O)C2CCN(S(=O)(=O)c3ccc(OC)cc3)CC2)cc1
Screen / compound no.	19	20	21	22	23	24
GSTO1 counter	2	6	5	0	-1	5
PAFAH1B2 FP inh	7	11	12	-7	2	3
LYPLA1 inh	1	-4	1	-2	-5	0
PME-1 primary	-2	-8	-8	-2	7	2
PAD4 FP inh	2	1	4	-4	4	-4
LYPLA2 inh	8	-8	0	2	-4	0
PAFAH1B3 FP inh	0	3	4	-3	-5	8
pPAFAH inh	6	-2	7	1	-6	1
PREPL inhibitor	13	-5	0	1	-4	-2

Brought forward from above: 4 compounds, then new ones.
(21) NC(=O)C1CCN(C(=O)Cc2ccsc2)CC1
(22) N#Cc1cc2c(nc1SCC(=O)N1CCCCC1)CCCCC2
(23) CCOC(=O)N1CCN(c2nc3ccccc3nc2C(C#N)C(=O)NCCc2ccccc2)CC1 (stereo unspecified)
(24) COc1ccc(NC(=O)CCNC(=O)C2CCN(S(=O)(=O)c3ccc(OC)cc3)CC2)cc1
(25) O=C(CN1C(=O)NC2(CCCCCC2)C1=O)N1CCN(S(=O)(=O)c2ccccc2)CC1
(26) CN1CCN(C(=O)c2cc(=O)c3cc(Cl)cc(Cl)c3o2)CC1
(27) Cc1cc(C)c(C#N)c(SCc2nnc(-c3ccccc3)o2)n1
(28) Cc1oc(-c2ccc(-c3ccccc3)cc2)nc1CN1CCN(CC(=O)N(C)C)CC1
(29) O=C(Nc1cc(Cl)ccc1F)C1=COCCO1
(30) NC(Cc1c[nH]c2ccccc12)C(=O)NCc1ccccc1 (stereo unspecified)
Screen / compound no.	21	22	23	24	25	26	27	28	29	30
GSTO1 counter	5	0	-1	5	6	-1	3	-4	2	9
PAFAH1B2 FP inh	12	-7	2	3	-1	9	-1	8	1	-1
LYPLA1 inh	1	-2	-5	0	1	6	-1	-3	1	0
PME-1 primary	-8	-2	7	2	10	13	-1	-5	-10	0
PAD4 FP inh	4	-4	4	-4	2	2	-1	-1	4	-1
LYPLA2 inh	0	2	-4	0	0	11	1	9	3	-2
PAFAH1B3 FP inh	4	-3	-5	8	-3	0	10	8	8	-1
pPAFAH inh	7	1	-6	1	3	-2	-3	7	-8	-2
PREPL inhibitor	0	1	-4	-2	5	8	-4	32	-6	2

(31) C[C@H](NC(=O)C1CC(=O)N(c2ccc3c(c2)OCO3)C1)C(=O)NC1CCCCC1 (stereo partly specified)
(32) O=C(C1CC(=O)N(C2CCCCC2)C1)N1CCN(c2cccc(C(F)(F)F)c2)CC1 (stereo unspecified)
(33) CC1Cn2c(nnc2-c2cc3ccccc3cc2O)S1 (stereo unspecified)
(34) Cc1nnc(N2CCN(Cc3ccccc3)CC2)[nH]c1=O
(35) COc1ccc(-n2cnc3cc(NCc4ccco4)ccc32)cc1
(36) CCN(C(=O)CSc1nc2ccccc2n1CCc1ccccc1)C1CCS(=O)(=O)C1 (stereo unspecified)
Screen / compound no.	31	32	33	34	35	36
GSTO1 counter	-1	1	3	-2	-4	0
PAFAH1B2 FP inh	4	4	-7	2	-2	0
LYPLA1 inh	1	2	-3	1	0	0
PME-1 primary	-4	-3	1	-5	7	4
PAD4 FP inh	0	-9	-7	1	0	-10
LYPLA2 inh	6	12	8	6	3	4
PAFAH1B3 FP inh	5	2	1	-2	8	2
pPAFAH inh	2	4	6	6	17	6
PREPL inhibitor	11	36	-4	0	17	11

(37) CC(Oc1ccc(-c2nnco2)cc1)C(=O)N1CCOCC1 (stereo unspecified)
(38) CC(=O)c1ccc(NC(=O)COC(=O)CC2CC3CCC2C3)cc1 (stereo unspecified)
(39) C[C@@H]1CCC[C@@]2(O[C@H](CCO)C[C@H](O)[C@H]2O)O1
(40) CC1(C)C2([N+](=O)[O-])CN(CCO)CC1([N+](=O)[O-])CN(CCO)C2
(41) CC(C)C(NC(=O)OCc1ccccc1)C(=O)NCc1ccc(C(=O)O)cc1 (stereo unspecified)
(42) Oc1cc(Cl)cc(Cl)c1Cl
Screen / compound no.	37	38	39	40	41	42
GSTO1 counter	1	/	6	1	4	/
PAFAH1B2 FP inh	0	9	2	-3	3	5
LYPLA1 inh	-3	/	6	1	-5	2
PME-1 primary	-4	/	0	5	-8	-1
PAD4 FP inh	-2	-4	4	0	1	-5
LYPLA2 inh	4	/	5	2	-10	-3
PAFAH1B3 FP inh	4	12	12	-2	6	-2
pPAFAH inh	6	22	2	-5	-2	0
PREPL inhibitor	-5	9	-2	9	6	0

The last 2 compounds of the part above open the next one.
(41) CC(C)C(NC(=O)OCc1ccccc1)C(=O)NCc1ccc(C(=O)O)cc1 (stereo unspecified)
(42) Oc1cc(Cl)cc(Cl)c1Cl
(43) COc1ccc(OC)c(N(CC(=O)Nc2cccnc2)S(=O)(=O)c2ccccc2)c1
(44) COc1cccc(C(=O)/C=C/Nc2ccc(S(=O)(=O)Nc3cccc(C(C)=O)c3)cc2)c1
(45) CCOc1ccc(C(=O)Nc2nnc(C)s2)cc1OCC
(46) Cc1csc(NC(=O)Cc2c[nH]c3ccccc23)n1
(47) Cc1cccc(-c2cc(C(=O)N/N=C/c3cccnc3)c3ccccc3n2)c1
(48) CCCC(C)C(=O)Nc1ccc(NC(C)=O)cc1 (stereo unspecified)
Screen / compound no.	41	42	43	44	45	46	47	48
GSTO1 counter	4	/	2	-28	10	-3	3	7
PAFAH1B2 FP inh	3	5	0	1	2	3	6	4
LYPLA1 inh	-5	2	-2	-20	-1	2	-5	-1
PME-1 primary	-8	-1	-6	-3	0	5	-10	5
PAD4 FP inh	1	-5	-1	1	-3	-8	3	8
LYPLA2 inh	-10	-3	-2	-16	2	2	-4	4
PAFAH1B3 FP inh	6	-2	3	-3	5	3	5	7
pPAFAH inh	-2	0	6	-9	3	-1	-3	2
PREPL inhibitor	6	0	6	-5	14	17	-7	1

(49) Cc1ccc(C)c(-n2c(-c3csc(C)c3C)n[nH]c2=S)c1
(50) Cc1cc2cc(C(c3nnnn3C3CCCC3)N(Cc3cccnc3)Cc3ccco3)c(=O)[nH]c2cc1C (stereo unspecified)
(51) O=S(=O)(NCC(c1ccccc1)N1CCC(O)CC1)c1ccc(Cl)cc1 (stereo unspecified)
(52) Cc1ccc(-c2ccc(=O)n(CCC(=O)N3CCN(c4ccccc4)CC3)n2)cc1
(53) NC(=O)c1ccccc1NC(=O)c1ccccc1F
(54) O=C1CCC(C(=O)OCC(=O)c2c[nH]c3ccccc23)=NN1
(55) COC(=O)C1C(=O)/C(=C/N(C)C)C(=O)CC1(C)C (stereo unspecified)
(56) CCCc1cc2c(cc1NC(=O)c1ccccc1C)OCO2
(57) CCC1CCCCN1CC(=O)Nc1cc(C)nn1-c1nc(C)cc(C)n1 (stereo unspecified)
Screen / compound no.	49	50	51	52	53	54	55	56	57
GSTO1 counter	1	4	0	2	2	2	10	-2	19
PAFAH1B2 FP inh	6	3	11	14	3	-8	1	-3	-4
LYPLA1 inh	-2	-3	3	2	-4	0	0	0	0
PME-1 primary	-3	1	0	3	4	2	-4	1	-7
PAD4 FP inh	4	-2	0	-7	1	-2	-6	-8	1
LYPLA2 inh	7	-1	-3	0	0	-6	-1	6	5
PAFAH1B3 FP inh	0	-1	1	-3	-2	7	4	4	-14
pPAFAH inh	2	4	9	3	-3	5	3	7	4
PREPL inhibitor	14	1	-15	-38	-8	-3	-6	3	1
